Screens (PubChem)
human PMI inhibition = inhibitors of human PMI, primary screen, biochemical, fluorescence intensity, coupled assay (AID 1209). purified PMI enzyme, coupled fluorescence intensity; higher % means a stronger effect. inhibition, % at 20 µM, or IC50 in µM where a hit was titrated. hit rate 0.42% among 190,000; in the data active = inhibition above about 50%;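 note: plate controls were DMSO vehicle for no effect and wells lacking substrate for full effect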
MT stabilizer = microtubule stabilizers in HeLa cells. HeLa tubulin immunostaining HCS, 24 h; share of cells brighter than vehicle mean+2SD. AID 2205. hit rate 0.83% among 200,000. % tubulin-high responders, % at 10 µM;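 active = plate Z-score above 3 for both tubulin-high and condensed-nucleus cell shares, with cell loss under 80%, at 10 µM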;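 note: anti alpha tubulin signal scored within the nucleus-defined area of each cell; some results filed as inactive read as strong as hits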
Hep lipid drop = modulators of hepatic lipid droplet formation. hit rate 0.4% among 240,000. inhibition, % at 6.5 µM. AML12 mouse hepatocytes, oleate lipid droplets, BODIPY imaging;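 active = lipid droplet intensity inhibited by at least 50%, with more than 500 cells counted; inconclusive = wells with under 300 cells, treated as cytotoxic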
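Technique: fluorescence imaging, 20x objective, two fields per well / Assay system: AML12 hepatocytes (mouse) / Measure: % inhibition of lipid droplet signal / Doses: 6.5 µM single-point dosing / Incubation: overnight exposure / Reagent: 100 µM oleic acid challenge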
b-catenin transl = beta-catenin nuclear translocation modulation; HeLa beta-catenin nuclear translocation, immunofluorescence imaging; nuclear translocation activity, % at 5 µM; hit rate 0.3% among 190,000; AID 1665;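 active = nuclear translocation activity above 50% at 5 µM, with a well cell count of 50 or more; inconclusive = wells under 50 cells across six images, flagged as toxic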;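 note: per-cell ratio of nuclear to cytoplasmic median beta-catenin stain intensity; plate controls were DMSO negative control for no effect and GSK-3 inhibitor IX positive control for full effect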
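Technique: fluorescence imaging of beta-catenin antibody stain plus DAPI / Material: human HeLa cell line / Incubation: compound treatment 24 h, 37°C, 5% CO2 / Read-out basis: % activation of per-cell nuclear versus cytoplasmic median beta-catenin signal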
TNAP activators = human TNAP enzyme activators, primary screen, biochemical, luminescent, no phosphate acceptor, uHTS (AID 1001) | purified TNAP, luminescent activation assay, no phosphate acceptor; higher activation fold means a stronger effect | hit rate 0.03% among 200,000 | activation fold at 20 µM; hits with a dose series show EC50 in µM; in the data active = activation fold from about 3, or a potency from the dose series; inactive = the rest, 99 in 100 with activation fold below about 1.6; note: many of its hits are not listed in these tables
T cell modulator = T cell immune modulators affecting CD8 T cell-vesicle binding. 2C CD8+ T cell-vesicle binding, flow cytometry; stronger effect = lower value. calls only at 7 µM. hit rate 0.068% among 330,000;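 active = response, share of CD8 T cells binding vesicles, and their 90th percentile fluorescence all below set limits, cut at about 80% in these data, passing the limit was not always enough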
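Material: murine 2C transgenic CD8+ T lymphocytes / Also added: QL9-peptide-loaded Drosophila micro-vesicles bearing Ld, ICAM-1 and B7-1 / Schedule: binding step 1.5 h, 37 °C, antibody labelling 20 min, ice / Signal: flow cytometry, PE anti-B7-1 (FL2) versus Alexa647 anti-CD8 (FL8), PFA-fixed / Evaluation: percent CD8+ FL2 mean versus row control / Benchmarks: naked versus QL9-loaded vesicles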
Dynein transport = blocks dynein driven cargo transport along microtubules; 3617.4 mouse cells, GR-EGFP nuclear translocation imaging; test concentration mostly 20 µM; stimulated with dexamethasone, 1 µM; stronger effect = lower value; z-score, hits read low; hit rate 0.47% among 220,000; AID 1381;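 active = plate z-score of nuclear minus cytoplasmic receptor signal below a set negative limit, without overly bright fluorescence or cell loss, cut at about -3.5 in these data, passing the limit was not always enough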;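 note: z-score of nuclear minus cytoplasmic ring GR-EGFP intensity difference per well; some compounds called inactive have numbers as strong as hits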
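Schedule: 48 h induction, then 1 h compound, then 30 min agonist, 37 °C. Buffer or medium: tetracycline-free induction medium containing charcoal-stripped FBS. Reagent: 1.0 µM final dexamethasone stimulus. Evaluation: nuclear versus cytoplasmic GR-EGFP signal, averaged per well. Signal: high-content fluorescence imaging after fixation.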
Myeloid diff MLP = myeloid differentiation induction; ER-HoxA9 myeloid progenitors, lysozyme-GFP differentiation, flow cytometry; calls only at 10 µM; hit rate 1% among 360,000; AID 624256;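 active = normalized GFP-positive differentiation at or above the plate's own cutoff, the solvent-only control mean plus 3 SD; inconclusive = no clear call, values can overlap the other calls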;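 note: cells exposed to compound for four days before flow analysis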
Ins promoter up = MIN6 insulin promoter up-regulation; z-score at 5 µM; hit rate 0.3% among 190,000; MIN6 insulin promoter-GFP reporter, high-content imaging; stronger effect = higher value; AID 1625;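 active = z-score above 3 at 5 µM with at least 500 cells counted in the well; inconclusive = wells under 500 cells, flagged as cytotoxic or low count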
Dynein transport cytoplasmic EGFP = second read-out of Dynein transport, no call of its own (marks repeat the call); z-score; measured here: cytoplasmic GR-EGFP intensity; stronger effect = higher value
Dynein transport nuclear GR-EGFP = also measured in Dynein transport; calls as there; z-score; measured here: nuclear GR-EGFP intensity;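 lower value marks the stronger effect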
Dynein transport cell count = further read-out of Dynein transport, marked with its call; z-score; measured here: cell count per field
Ins promoter up cell count = also measured in Ins promoter up; calls as there; cell count; measured here: cytotoxicity, nuclei count;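 total cells summed across four imaged fields per well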
Hep lipid drop cells 6.5 µM = further read-out of Hep lipid drop, marked with its call; cell count; measured here: cell count, cytotoxicity flag;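 cells counted across two imaged fields per well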
b-catenin transl cell count 5 µM = further read-out of b-catenin transl, marked with its call; cell count; measured here: cell count, cytotoxicity flag
T cell modulator vesicle-bound % = second read-out of T cell modulator, no call of its own (marks repeat the call); double positive events, %; measured here: CD8+ vesicle-bound cell fraction;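 binding gate set so that unloaded-vesicle control wells show 10% double positive cells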
MT stabilizer Hoechst-high % = recorded beside MT stabilizer, whose call it bears; % Hoechst-high responders; measured here: nuclear condensation Hoechst responders;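 share of cells brighter than vehicle mean plus two SD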
MT stabilizer cytotoxicity % = further read-out of MT stabilizer, marked with its call; toxicity, %; measured here: cytotoxicity by cell density;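 0% = mean cell density of plate MIN control wells and 100% = no cells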
Myeloid diff MLP GFP+ MAC1+ % = further read-out of Myeloid diff MLP, marked with its call; GFP+ MAC1+ double positive, %; measured here: differentiation confirmed by MAC1 staining
An asterisk follows results filed as active; i = inactive; u = inconclusive; x = not tested or not shown.

SMILES	human PMI inhibition	MT stabilizer	MT stabilizer Hoechst-high %	MT stabilizer cytotoxicity %	Hep lipid drop	Hep lipid drop cells 6.5 µM	b-catenin transl	b-catenin transl cell count 5 µM	TNAP activators	T cell modulator	T cell modulator vesicle-bound %	Dynein transport	Dynein transport cytoplasmic EGFP	Dynein transport nuclear GR-EGFP	Dynein transport cell count	Myeloid diff MLP	Myeloid diff MLP GFP+ MAC1+ %	Ins promoter up	Ins promoter up cell count
CCOc1ccc(N/C=C/C(=O)c2ccc3ccccc3c2)c([N+](=O)[O-])c1	0%	2.6	1.8	7.1	26	724	1.4	976	0.8	i	7	0.76	-0.17	1	0.43	i	1.3	-0.02	1669
O=c1nc2scc(-c3ccccc3)n2c2ccccc12	-7%	3.2	3.0	4.2	x	x	-3.5	1073	1.1	i	13	-0.54	-0.3	-0.081	-0.15	i	8.3	0.26	1154
COc1cccc(CN(C)CC(=O)NC(=O)NCc2ccco2)c1	3%	1.9	0.5	10	5	693	x	x	1.2	i	14	-0.75	-0.25	-0.22	0.46	i	0.6	-1.1	1271
COC(=O)c1c(NC(=O)CN2C(=O)NC3(CCC(C(C)(C)C)CC3)C2=O)sc2c1CCCCC2 (stereo not drawn)	25%	4.3	2.0	5.2	0	650	1.6	1118	1.1	i	60	-0.31	0.41	0.083	-0.36	i	0.6	0.33	1158
CSCC(=O)NS(=O)(=O)c1ccc(C)cc1	-23%	4.7	2.9	8.0	10	750	2.2	434	1.1	x	x	1.5	-0.31	1	0.18	i	1.6	0.63	732
Cc1ccnc2nc(C(=O)OCC(=O)c3c[nH]c4ccccc34)nn12	x	x	x	x	-1	735	-5.6	1230	x	i	19	0.36	-0.2	0.27	-0.1	i	0.0	0.04	1468
O=C(CSCc1ccc(Cl)cc1)Nc1cc([N+](=O)[O-])ccc1O	13%	2.6	1.8	1.1	-26	714	0.8	1517	0.9	i	45	-1.3	-0.39	-1	1.3	i	0.2	-0.18	1396
CN1C(=O)CSc2ccc(NC(=O)N3CCOCC3)cc21	11%	2.5	1.9	7.2	-5	794	-0.6	1249	1.1	i	22	-0.021	-0.24	0.11	-0.19	i	0.7	0.99	1217
Cc1ccc2nc(SC(C(=O)c3ccccc3)c3ccccc3)nc(C)c2c1 (stereo not drawn)	-1%	2.4	4.0	6.3	-20	637	5.4	501	1	i	36	-0.055	-0.26	-0.45	0.58	i	2.2	0.79	1158
Nc1ccc(C(=O)c2cccs2)cc1	-4%	4.0	1.8	2.6	23	668	-1.8	537	1.1	i	45	-0.63	-0.33	-0.51	0.47	i	0.4	-0.51	1382
CC(=O)c1cc2c(cc1NC(=O)CN1CCCCC1C)OCO2 (stereo not drawn)	11%	1.0	1.3	8.5	x	x	x	x	1.2	i	9	-0.28	-0.25	-0.2	0.28	i	5.1	-0.53	894
Cc1c(NC(=O)c2ccc3ncccc3c2)c(=O)n(-c2ccccc2)n1C	11%	2.3	1.2	2.3	x	x	-1.3	1419	1.1	i	56	0.2	-0.12	0.37	-1.4	i	1.2	0.23	1400
O=C(OCCN1C(=O)c2cccc3c(N4CCOCC4)ccc(c23)C1=O)c1ccc(Cl)cc1Cl	14%	16*	27*	54*	u	x	80*	284*	1	i	41	-11	21	-0.76	0.8	u	x	x	x
CCn1c2ccccc2c2nn(C)c(=N)nc21	4%	2.6	3.9	20	-4	805	-0.3	1091	1.1	i	4	-0.24	-0.25	-0.0066	-0.56	i	1.1	-0.74	1190
CCCOC(=O)NC1CCS(=O)(=O)C1 (stereo not drawn)	1%	2.3	1.6	9.1	x	x	-0.1	1301	1.1	i	5	-0.3	-0.27	-0.79	1.1	i	0.8	0.33	1589
CC1CCCCC1NC(=O)CN1C(=O)NC(Cc2ccccc2)(Cc2ccccc2)C1=O (stereo not drawn)	9%	1.4	1.1	4.9	-3	772	0.2	1130	1	i	30	-0.68	0.069	-0.039	0.2	i	2.6	0.57	828
CCN(CC)C(=O)CSC1=Nc2ccccc2C2=NC(Cc3c[nH]c4ccccc34)C(=O)N12 (stereo not drawn)	5%	2.8	1.9	8.5	-21	721	x	x	1	i	8	0.33	-0.24	0.57	0.74	i	0.6	-0.46	1314
O=C(CN(C1CCCCC1)S(=O)(=O)c1ccc(Cl)cc1)NCc1ccncc1	-5%	4.1	3.5	5.6	x	x	-5.5	969	1.1	i	54	-0.57	-0.12	-0.23	0.72	i	5.8	-0.32	1237
COC(=O)C1=C(C)N=C2SC(C)C(=O)N2C1c1cccc(F)c1 (stereo not drawn)	-4%	3.9	1.4	2.8	x	x	-0.5	823	1.1	i	28	-0.035	-0.23	0.33	0.3	i	0.8	-1.4	1476
O=[N+]([O-])c1ccc(N2CCCC2)nc1N1CCCC1	x	x	x	x	-4	764	-0.2	1096	x	i	18	-0.4	-0.14	-0.2	0.95	i	0.6	0.02	1411
CC1=NN(C(=O)c2csc(C)c2)C(O)(C(F)(F)F)C1 (stereo not drawn)	7%	1.9	1.7	0.6	15	761	0.0	1081	1.2	i	37	0.9	-0.34	0.69	-0.2	i	0.9	x	x
Cc1ccccc1C(=O)O/N=C(\N)c1ccncc1	-2%	4.0	1.9	4.6	-2	713	0.5	513	1.1	i	63	-0.52	-0.33	-0.64	0.7	i	1.0	-0.17	1241
CC(CC(=O)Nc1cc(C(F)(F)F)ccc1Cl)c1ccccc1 (stereo not drawn)	16%	1.0	1.2	6.1	x	x	-2.1	883	1	i	47	-0.37	-0.22	-0.59	0.39	i	1.6	1.4	1364
CCN(CC)CCCNc1oc(/C=C/c2ccccc2)nc1C#N	x	x	x	x	5	704	-1.1	1357	x	i	46	0.85	-0.22	0.9	0.17	i	0.4	x	x
Clc1nc(Cl)nc(NCCC2=CCCCC2)n1	-36%	2.9	1.5	2.8	23	718	-1.1	1175	1.1	i	49	0.3	0.096	0.36	-1.3	i	0.4	0.27	1325
The results go on.
SMILES	human PMI inhibition	MT stabilizer	MT stabilizer Hoechst-high %	MT stabilizer cytotoxicity %	Hep lipid drop	Hep lipid drop cells 6.5 µM	b-catenin transl	b-catenin transl cell count 5 µM	TNAP activators	T cell modulator	T cell modulator vesicle-bound %	Dynein transport	Dynein transport cytoplasmic EGFP	Dynein transport nuclear GR-EGFP	Dynein transport cell count	Myeloid diff MLP	Myeloid diff MLP GFP+ MAC1+ %	Ins promoter up	Ins promoter up cell count
O=C(Nn1c(-c2ccccc2)nc2ccccc2c1=O)c1ccco1	-2%	2.1	2.5	11	x	x	-4.3	895	1.1	i	12	-0.66	0.32	-0.2	-0.0023	i	6.3	x	x
C[N+](C)(C)CCN1C(=O)CSC1=O	x	x	x	x	-1	692	-0.1	1233	x	i	58	1.1	-0.11	1.5	-2.1	i	0.4	0.4	1005
CCCNC(=O)CSc1nc(COc2ccccc2)nc2ccccc12	1%	2.4	1.1	5.3	-2	635	3.3	919	1.1	i	47	0.17	-0.19	0.35	0.31	i	0.7	-0.32	1596
COc1cccc(C(=O)Nc2cccc(C(C)=O)c2)c1	8%	4.8	2.0	12	14	672	1.7	475	1.1	i	10	0.57	-0.25	0.21	-0.77	i	0.7	0.27	1245
CCOc1cc(Br)c(C(=O)O)cc1OCC	4%	4.7	2.1	6.2	6	733	x	x	1.1	i	29	-0.031	-0.23	0.2	1.2	i	5.8	x	x
Cc1ccc(-n2cc(CN3CCC(O)(c4ccccn4)CC3)c(-c3ccc(F)cc3)n2)cc1	12%	4.5	1.3	4.0	6	619	-0.7	1115	1.1	i	55	-0.74	-0.14	-0.39	0.71	i	0.1	-0.46	1261
CO/N=C/NC(=O)Cc1cn(-c2ncc(C(F)(F)F)cc2Cl)c2ccccc12	0%	2.9	2.5	10.0	7	717	-2.0	1187	1.1	i	33	0.72	-0.25	0.41	0.19	i	0.4	x	x
CCN(CC)c1ccc(/C=N/n2nnnc2N)c(O)c1	16%	24*	18*	51*	-2	743	x	x	1	i	51	0.47	1.6	1.4	-1.6	i	0.9	1.5	1254
COc1ccc(NC(=S)NC2CCCCC2)c(OC)c1	8%	4.9	2.2	4.2	-48	719	-1.9	1139	1	i	35	-0.46	-0.086	-0.14	0.38	i	1.5	-0.07	1494
Cc1ccc(S(=O)(=O)/C(C#N)=C/c2c(N3CCC(C(N)=O)CC3)nc3c(C)cccn3c2=O)cc1	12%	1.5	0.9	3.9	-1	770	0.1	1087	0.9	i	16	2	0.13	1.3	-1.2	i	0.5	1.2	810
